# CHRM5 antagonist: antagonists of human muscarinic M5 receptor (CHRM5); CHO-hM5 cells, Fluo-8 calcium fluorescence, ACh EC80; inhibition, % at 3 µM; 0.59% of 360,000 active; AID 624040;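 active = inhibition above a per-plate cutoff, the mean of that plate's test compounds plus 3 SD, cut at about 27% in these data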;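 also: 0% = acetylcholine EC80 with DMSO and 100% = DMSO without agonist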
# CHRM4 agonist: CHRM4 agonism in calcium assay; CHO-K1 hM4/Gqi5, Fluo-8 calcium fluorescence; vehicle 0%, full acetylcholine response 100%; activation, % at 3 µM; 0.14% of 360,000 active; AID 624127;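 active = activation above the run mean over all test wells plus 3 SD, cut at about 32% in these data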;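 also: peak over basal fluorescence ratio per well then scaled between controls; 0% = DMSO wells and 100% = acetylcholine at EC100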
# Target sequence (P08173 whole entry, looked up): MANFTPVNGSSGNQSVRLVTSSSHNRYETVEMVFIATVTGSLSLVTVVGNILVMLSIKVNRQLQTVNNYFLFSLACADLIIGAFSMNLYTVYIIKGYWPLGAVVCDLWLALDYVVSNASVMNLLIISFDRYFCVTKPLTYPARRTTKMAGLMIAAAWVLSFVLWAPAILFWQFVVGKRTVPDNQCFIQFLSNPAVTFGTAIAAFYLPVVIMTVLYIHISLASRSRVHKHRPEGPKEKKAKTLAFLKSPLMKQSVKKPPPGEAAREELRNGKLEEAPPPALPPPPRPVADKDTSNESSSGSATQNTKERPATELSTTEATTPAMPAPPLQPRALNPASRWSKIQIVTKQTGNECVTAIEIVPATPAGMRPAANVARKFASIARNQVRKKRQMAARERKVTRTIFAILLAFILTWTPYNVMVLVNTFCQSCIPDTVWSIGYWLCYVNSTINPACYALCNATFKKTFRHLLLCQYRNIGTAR
# CHRM1 agonist: activates human CHRM1 receptor | 0.33% of 360,000 active | activation, % at 3 µM | CHO-K1 hM1, Fluo-8 calcium fluorescence, agonist mode; 0% DMSO, 100% acetylcholine EC100 | P11229;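 active = activation above the run's mean compound activation plus 3 SD, cut at about 16% in these data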;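 also: peak over basal fluorescence ratio within a 140 s kinetic read after compound addition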
# M1 PAM: human CHRM1 positive allosteric modulation; AID 588819; activation, % at 3 µM; 0.088% of 360,000 active; CHO-K1 hM1, Fluo-8 calcium fluorescence, ACh EC20; 0% = ACh EC20, 100% = maximal ACh; in the data active = activation above about 19%, passing the limit was not always enough
# TAAR1 ag: human TAAR1 agonism; Q96RJ0; CHO RD-HGA16 TAAR1, Fluo-8 calcium fluorescence; vehicle wells 0%, saturating PEA agonist 100%; activation, % at 3 µM; 0.99% of 360,000 active;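 active = activation above the mean activation of all test compounds in the run plus 3 SD, cut at about 38% in these data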
#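 System: CHO-derived RD-HGA16 cells with stable Gα16 and human TAAR1. Times: 17-24 h plating, Fluo-8 75 min 37 °C, 30 min RT. Measured by: calcium-sensitive Fluo-8 signal, excitation 470-495, emission 515-575 nm. Read-out basis: % activation relative to PEA EC100 response. Control set: DMSO and PEA EC100. Repeats: no replicates (n 1).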
# M5 PAM: CHRM5 positive allosteric modulation; CHO-K1 hM5, Fluo-8 calcium, ACh EC20 PAM; 0% = ACh EC20, 100% = ACh EC100; activation, % at 3 µM; 0.3% of 360,000 active; P08912;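 active = activation above the run cutoff, the mean activation of all test compounds plus 3 SD, cut at about 18% in these data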
#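 Measured by: Fluo-8 calcium fluorescence; material: human M5 receptor in CHO-K1 cells; schedule: Post-acetylcholine fluorescence recording 140 s; benchmarks: low control EC20 acetylcholine (0%), high control EC100 acetylcholine (100%); read-out: Max/basal fluorescence ratio as % of EC20–EC100 ACh window; compound: single dose, 3 µM nominal final test concentration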
# CHRM1 antagonist: human CHRM1 antagonism; P11229; CHO-K1 hM1, Fluo-8 calcium fluorescence, ACh EC80 antagonist; inhibition, % at 3 µM; 1.3% of 360,000 active; AID 588852;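 active = percent inhibition above its own plate's cutoff, namely the mean of that plate's compound wells plus 3 SD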;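 also: peak over basal fluorescence ratio during 140 s after agonist addition; 0% = ACh EC80 plus DMSO and 100% = DMSO alone without agonist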
# CHRM4 antagonist: CHRM4 antagonism in calcium assay; AID 624125; CHO-hM4 cells, ACh EC80, Fluo-8 calcium fluorescence; inhibition, % at 3 µM; 0.73% of 360,000 active;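 active = inhibition above its plate's cutoff, the mean inhibition of sample wells plus 3 SD, cut at about 27% in these data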;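 also: 0% = acetylcholine EC80 with DMSO and 100% = DMSO without agonist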
# CHRM5 agonist: agonists of human muscarinic M5 receptor (CHRM5). P08912. CHO-K1 hM5 cells, Fluo-8 calcium fluorescence; 0% DMSO wells, 100% maximal acetylcholine response. activation, % at 3 µM. 0.19% of 360,000 active;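 active = activation above the run's mean over test compounds plus 3 SD, cut at about 23% in these data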;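 also: signal is peak over basal fluorescence ratio across the kinetic read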
# Active calls of the source: *.
SMILES,CHRM5 antagonist,CHRM4 agonist,CHRM1 agonist,M1 PAM,TAAR1 ag,M5 PAM,CHRM1 antagonist,CHRM4 antagonist,CHRM5 agonist
CCOc1ccccc1N1CC(C(=O)Nc2ccc(S(=O)(=O)N3CCCCC3)cc2)CC1=O (centres undefined),5,1,-2,-4,2,-4,1,-8,1
O=S(=O)(CCN1CCCC1)NCCNS(=O)(=O)c1ccc(F)cc1Br,2,0,-10,7,1,-3,-11,-3,-1
CN(C)C(=S)NC(=S)Nc1ccc2ccccc2c1,7,2,6,1,3,-7,-2,5,-2
CN(C)CCCNC(=O)C[C@H]1C[C@H](C(=O)N2CCCCC2)[C@@]2(C)c3[nH]c4cc(CCC(=O)N(C)C)ccc4c3CCN2C1=O,1,0,-5,3,2,-1,-7,-10,2
CSCC(NS(=O)(=O)c1ccc(C)cc1)C(=O)O (centres undefined),-12,0,-2,7,7,1,-3,-3,-1
CCNC(=O)c1ccccc1NC(=O)c1cccc(S(=O)(=O)N2CCOCC2)c1,1,5,-5,2,4,-3,2,-1,-2
O=C(COC(=O)c1ccc2ncsc2c1)NCc1ccccc1Cl,4,4,-3,1,2,5,-3,-5,1
O=C(Nc1ccc2c(c1)OCO2)c1cnn2cccnc12,-3,0,-4,18,10,2,-5,2,1
O=C1OC(c2ccccc2)c2ccc3ccccc3c21 (centres undefined),8,-2,-10,-4,1,-9,-1,1,-6
Cc1ccc(S(=O)(=O)N2CCOCC2)cc1NC(=O)COc1ccccc1Cc1ccccc1,7,9,1,-7,1,-14,7,5,0
CC(c1nccs1)N(C)C(=O)CCc1nnc(Cc2c[nH]c3ccccc23)o1 (centres undefined),8,1,-2,5,5,-5,-8,5,0
CC(=O)N1C(O)CC(C)N1c1ccccc1 (centres undefined),-7,1,-6,6,-1,2,-10,5,2
CCOC(=O)c1cc(NC(=O)OC)c(C)nc1C,1,1,-3,12,3,5,-18,11,0
COc1ccc2c(c1)c(C(C)=O)c(C)n2-c1ccccc1OC,2,0,-2,1,2,-2,1,-1,-3
CC(=O)c1cccc(NC(=O)CSc2nc(=O)n(Cc3ccccn3)c3c2CCC3)c1,11,9,-6,-1,1,-4,-2,-13,-2

# 5 compounds drawn at random from the list so far, as already listed:
SMILES,CHRM5 antagonist,CHRM4 agonist,CHRM1 agonist,M1 PAM,TAAR1 ag,M5 PAM,CHRM1 antagonist,CHRM4 antagonist,CHRM5 agonist
COc1ccc2c(c1)c(C(C)=O)c(C)n2-c1ccccc1OC,2,0,-2,1,2,-2,1,-1,-3
O=C1OC(c2ccccc2)c2ccc3ccccc3c21 (centres undefined),8,-2,-10,-4,1,-9,-1,1,-6
O=C(Nc1ccc2c(c1)OCO2)c1cnn2cccnc12,-3,0,-4,18,10,2,-5,2,1
CN(C)C(=S)NC(=S)Nc1ccc2ccccc2c1,7,2,6,1,3,-7,-2,5,-2
CCNC(=O)c1ccccc1NC(=O)c1cccc(S(=O)(=O)N2CCOCC2)c1,1,5,-5,2,4,-3,2,-1,-2

# More structures.
SMILES,CHRM5 antagonist,CHRM4 agonist,CHRM1 agonist,M1 PAM,TAAR1 ag,M5 PAM,CHRM1 antagonist,CHRM4 antagonist,CHRM5 agonist
CN(CC(=O)O)Cc1nc2ccccc2[nH]1,-1,3,-2,-1,5,1,-5,-10,2
CC1COc2ccccc2N1C(=O)c1cccnc1Cl (centres undefined),1,1,-5,12,12,-5,-10,7,5
CC1C/C(=N\Nc2ccc(S(N)(=O)=O)cc2[N+](=O)[O-])CC(C)(C)C1 (centres undefined),-3,-2,-9,0,-5,-1,-4,-2,-5
O=C(O)C1CCN(C(=O)c2csc(-c3ccc4c(c3)CCO4)n2)CC1,12,-1,-4,2,0,-4,-2,-2,-1
COc1ccc(S(=O)(=O)/C(C#N)=C/Nc2ccccc2F)cc1,-4,6,-2,4,-1,0,4,-16,0
O=C(NCCCn1ccnc1)C(=O)NCC(c1ccco1)N1CCN(c2ccccc2)CC1 (centres undefined),4,2,-5,8,4,0,14,33*,-1
COn1c(SC(C)C)nc2ccccc2c1=O,-7,-1,-6,5,3,5,-2,8,0
O=C(COc1ccccc1)Nc1ccc(CN2CCCCC2)cc1,9,2,-8,-7,6,2,12,0,-7
Cc1onc(-c2c(Cl)cccc2Cl)c1NC(=O)NC1CCSC1 (centres undefined),8,2,-1,-5,1,-8,23,7,-4
CC(NS(=O)(=O)c1cccc(Cl)c1)C(=O)N(C)C1CCN(C)CC1 (centres undefined),-11,1,-12,4,5,-7,-6,2,-7
COc1ccc(CCNC(=O)CCOc2ccc(C)cc2)cc1OC,-2,1,-2,5,-1,4,-9,1,-3
COc1ccc(CN(C)C(=O)CNC(=O)c2sc3ccccc3c2Cl)c(OC)c1OC,7,0,-2,-1,0,2,6,13,0

# Four entries from above in a different format.
SMILES: COn1c(SC(C)C)nc2ccccc2c1=O
  CHRM5 antagonist: -7	CHRM4 agonist: -1	CHRM1 agonist: -6	M1 PAM: 5	TAAR1 ag: 3	M5 PAM: 5	CHRM1 antagonist: -2	CHRM4 antagonist: 8	CHRM5 agonist: 0

SMILES: CC1C/C(=N\Nc2ccc(S(N)(=O)=O)cc2[N+](=O)[O-])CC(C)(C)C1 (centres undefined)
  CHRM5 antagonist: -3	CHRM4 agonist: -2	CHRM1 agonist: -9	M1 PAM: 0	TAAR1 ag: -5	M5 PAM: -1	CHRM1 antagonist: -4	CHRM4 antagonist: -2	CHRM5 agonist: -5

SMILES: O=C(COc1ccccc1)Nc1ccc(CN2CCCCC2)cc1
  CHRM5 antagonist: 9	CHRM4 agonist: 2	CHRM1 agonist: -8	M1 PAM: -7	TAAR1 ag: 6	M5 PAM: 2	CHRM1 antagonist: 12	CHRM4 antagonist: 0	CHRM5 agonist: -7

SMILES: O=C(NCCCn1ccnc1)C(=O)NCC(c1ccco1)N1CCN(c2ccccc2)CC1 (centres undefined)
  CHRM5 antagonist: 4	CHRM4 agonist: 2	CHRM1 agonist: -5	M1 PAM: 8	TAAR1 ag: 4	M5 PAM: 0	CHRM1 antagonist: 14	CHRM4 antagonist: 33*	CHRM5 agonist: -1

# Compound activity as filed in PubChem.

# A portion of the library. The share of hits here may be higher or lower than overall.
